PTPN22 act: LYP (human) phosphatase activation | AID 697 | recombinant LYP, DiFMUP fluorescence; 0 = plate median, 100 = signal doubled | hit rate 0.11% among 96,000 | activation, % at 2 µM;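 active means activation at 2 µM above a set limit, the mean plus 5 SD, cut at about 37% in these data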
Target sequence (Q9Y2R2 whole entry, looked up): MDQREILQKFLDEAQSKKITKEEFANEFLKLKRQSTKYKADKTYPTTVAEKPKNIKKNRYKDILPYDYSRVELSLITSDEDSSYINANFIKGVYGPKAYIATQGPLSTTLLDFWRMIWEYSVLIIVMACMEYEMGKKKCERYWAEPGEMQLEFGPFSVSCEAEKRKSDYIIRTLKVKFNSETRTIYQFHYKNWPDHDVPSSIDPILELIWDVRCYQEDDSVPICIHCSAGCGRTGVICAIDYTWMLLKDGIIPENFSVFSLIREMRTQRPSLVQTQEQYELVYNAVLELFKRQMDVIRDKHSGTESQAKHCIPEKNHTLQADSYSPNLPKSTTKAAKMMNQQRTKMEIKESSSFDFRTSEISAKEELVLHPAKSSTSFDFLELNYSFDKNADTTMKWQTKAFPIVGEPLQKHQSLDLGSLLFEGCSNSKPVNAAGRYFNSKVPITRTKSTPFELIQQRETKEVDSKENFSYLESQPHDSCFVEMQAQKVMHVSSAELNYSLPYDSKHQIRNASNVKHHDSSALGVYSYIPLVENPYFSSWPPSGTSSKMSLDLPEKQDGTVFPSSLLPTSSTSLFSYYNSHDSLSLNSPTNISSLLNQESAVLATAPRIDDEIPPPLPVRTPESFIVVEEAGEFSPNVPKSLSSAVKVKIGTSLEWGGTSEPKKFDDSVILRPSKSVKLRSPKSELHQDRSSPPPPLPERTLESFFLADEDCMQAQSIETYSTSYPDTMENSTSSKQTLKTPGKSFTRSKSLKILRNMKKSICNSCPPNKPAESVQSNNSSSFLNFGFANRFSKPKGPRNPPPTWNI
PLK1 inh: inhibitors of human PLK1 kinase | P53350 | recombinant PLK1 kinase, TR-FRET peptide phosphorylation | inhibition, % at 10 µM | hit rate 0.53% among 97,000 | AID 619;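 active means inhibition of 50% or more in the single-concentration screen; inactive means inhibition below 50%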;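 further: 0% = DMSO max control and 100% = H-89 dihydrochloride min control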
PTPN22 inh 2: LYP (human) phosphatase inhibition; recombinant LYP catalytic domain, DiFMUP fluorescence; inhibition, % at 2 µM; Q9Y2R2; hit rate 0.21% among 96,000;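 active means inhibition at 2 µM at or above a set limit, the screen mean plus 3 SD, cut at about 24% in these data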;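 further: 0% = DMSO with enzyme and 100% = enzyme fully blocked by orthovanadate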
Calb biofilm kill: kills Candida albicans biofilms; C. albicans biofilm + clotrimazole, Alamar Blue; inhibition, % at 6 µM; hit rate 0.14% among 85,000; AID 834;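 active means inhibition above 20%; inactive means inhibition below 20%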;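 further: preformed 24 hr biofilms exposed to compound for 48 hr; 0% = biofilm without compound and 100% = blank killed by clotrimazole plus chlorhexidine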
CYP2C9 activ: CYP2C9 (human) activation. P11712. recombinant CYP2C9, luciferin-H conversion, luminescence; stronger effect = higher value; factor 1 = untreated enzyme, 0 = blocked. activation factor at 5 µM. hit rate 1.4% among 96,000. AID 1024;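 active means activation factor of 2 or more for CYP2C9 at a 5 µM dose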;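 further: 0 = sulfaphenazole-blocked wells and 1 = vehicle-only wells; values of inactives mirror those of a sister screen read the other way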
EphB4 ephrin blk: antagonists of human EphB4-ephrin-B2 interaction. P54760. EphB4 LBD / TNYL-RAW-Alexa532 peptide, fluorescence polarization. inhibition, % at 7 µM. hit rate 0.15% among 97,000. AID 720;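 active means inhibition above the screen-wide mean inhibition plus 3 SD, cut at about 15% in these data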;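 further: 0% = DMSO wells and 100% = excess unlabeled TNYL-RAW peptide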
Plk1 PBD FP: Plk1 (human) PBD binding inhibition; AID 693; Plk1 PBD phosphopeptide binding, fluorescence polarization; hit rate 0.13% among 97,000; inhibition, %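 (tested at about 20 µM)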; P53350; in the data active means inhibition above about 34%, passing the limit was not always enough
Rev-RRE block: HIV Rev-RRE protein-RNA interaction inhibition | P05866 | Rev peptide-RRE RNA binding, FRET | inhibition, % at 8 µM | hit rate 0.79% among 97,000;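 active means inhibition above the screen-wide mean plus 3 SD, cut at about 35% in these data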;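 further: 0% = median DMSO wells and 100% = median Neomycin B control wells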
Target sequence (P05866 whole entry, looked up): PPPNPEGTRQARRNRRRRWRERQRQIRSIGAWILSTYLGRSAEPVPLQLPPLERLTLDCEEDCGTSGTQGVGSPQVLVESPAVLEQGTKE
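Probe or stimulus: fluorescein-Rev peptide as binding partner; assay system: Cy5-tagged RRE RNA duplex with fluorescein-tagged Rev peptide; timing: 5 min compound–RNA preincubation, then 15 min with peptide, 25 °C; medium: HEPES pH 7.5 buffer with KCl, MgCl2, NaCl and EDTA; signal: fluorescein-to-Cy5 FRET, 480 nm excitation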
CYP2C9 inhib: blocks human cytochrome P450 2C9. P11712. CYP2C9 Supersomes, luciferin-H conversion, luminescence. inhibition, % at 5 µM. hit rate 20% among 96,000. AID 777;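 active means blocking of liver enzyme CYP2C9 beyond about 50% at 5 µM, limit read from the data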; further: values of inactives mirror those of a sister screen read the other way
The depositor's hits bear a star.

`CC(C)CCOP(=O)(c1ccc(N(C)C)cc1)C(O)c1ccccn1` (stereo not drawn) gave PTPN22 act 11, PLK1 inh -10, PTPN22 inh 2 -14, Calb biofilm kill 3, CYP2C9 activ 0.6, EphB4 ephrin blk 5, Plk1 PBD FP 12, Rev-RRE block 7 and CYP2C9 inhib 44.
`CC1CCN(C(=O)CSc2nnc(-c3ccncc3)n2C)CC1` gave PTPN22 act 5, PLK1 inh -15, PTPN22 inh 2 -7, Calb biofilm kill 10, EphB4 ephrin blk 3, Plk1 PBD FP 27 and Rev-RRE block 7.
For O=C(NCCN=C1NS(=O)(=O)c2ccccc21)c1ccc(S(=O)(=O)N2CCOCC2)cc1 the results were PTPN22 act 0, PLK1 inh -12, PTPN22 inh 2 3, Calb biofilm kill 7, CYP2C9 activ 0.5, EphB4 ephrin blk 2, Plk1 PBD FP 20, Rev-RRE block 6 and CYP2C9 inhib 46.
For COc1cccc(NC(=O)C(C#N)Cc2ccncc2)c1 (stereo not drawn) the results were PTPN22 act -7, PLK1 inh -6, PTPN22 inh 2 5, Calb biofilm kill -2, CYP2C9 activ 0.2, EphB4 ephrin blk -1, Plk1 PBD FP -16, Rev-RRE block 3 and CYP2C9 inhib 77*.
CCOc1ccc(-c2nnc(-c3ccccc3)o2)cc1 was read as PTPN22 act 8, PLK1 inh -1, PTPN22 inh 2 -7, Calb biofilm kill -4, EphB4 ephrin blk -5, Plk1 PBD FP -15 and Rev-RRE block 5.
Screening COC(=O)c1ccccc1NC(=O)Cn1c(-c2nonc2N)nc2ccccc21 returned PTPN22 act 3, PLK1 inh -12, PTPN22 inh 2 -2, Calb biofilm kill -3, CYP2C9 activ 0.8, EphB4 ephrin blk 3, Plk1 PBD FP 11, Rev-RRE block 7 and CYP2C9 inhib 22.
For CC(C)NC(=O)COC(=O)c1ccc(NS(=O)(=O)c2ccc3c(c2)OCCO3)cc1 the results were PTPN22 act 3, PLK1 inh -10, PTPN22 inh 2 -3, CYP2C9 activ 0, EphB4 ephrin blk -2, Plk1 PBD FP -3, Rev-RRE block 1 and CYP2C9 inhib 97*.
O=C(Oc1ccc(Br)cc1)C1CC(=O)N(c2ccc(F)cc2)C1 (stereo not drawn) was read as PTPN22 act 7, PLK1 inh -10, PTPN22 inh 2 -9, Calb biofilm kill 9, CYP2C9 activ 1, EphB4 ephrin blk 0, Plk1 PBD FP -3, Rev-RRE block 14 and CYP2C9 inhib 3.
Cc1cc(NC(=O)CSc2nc(-c3ccco3)cc(C(F)(F)F)n2)n(-c2ccccc2)n1 was read as PTPN22 act 3, PLK1 inh -7, PTPN22 inh 2 -3, EphB4 ephrin blk -1, Plk1 PBD FP -23 and Rev-RRE block 0.
For Cc1cccc(NC(=O)CSc2nnc(-c3ccccc3)n2N)c1C the results were PTPN22 act -1, PLK1 inh -5, PTPN22 inh 2 -2, Calb biofilm kill 7, CYP2C9 activ 0.5, EphB4 ephrin blk -1, Plk1 PBD FP -21, Rev-RRE block 6 and CYP2C9 inhib 47.
For COc1ccc(Oc2c(C)oc3c(CN(C)C)c(O)ccc3c2=O)cc1 the results were PTPN22 act -6, PLK1 inh -11, PTPN22 inh 2 3, Calb biofilm kill 4, CYP2C9 activ 0.9, EphB4 ephrin blk -1, Plk1 PBD FP 13, Rev-RRE block -3 and CYP2C9 inhib 11.
Screening CCCn1c(=N)n(CC(=O)C(C)(C)C)c2ccccc21 returned PTPN22 act 0, PLK1 inh -6, PTPN22 inh 2 -2, Calb biofilm kill 6, CYP2C9 activ 1, EphB4 ephrin blk 4, Plk1 PBD FP -2, Rev-RRE block 0 and CYP2C9 inhib -3.
For Cc1ccc(S(=O)(=O)Cc2ccc(C(=O)O)o2)cc1 the results were PTPN22 act -13, PLK1 inh -20, PTPN22 inh 2 14, Calb biofilm kill 0, CYP2C9 activ 0.6, EphB4 ephrin blk 3, Plk1 PBD FP 10, Rev-RRE block 4 and CYP2C9 inhib 37.
Screening CCOc1ccccc1NC(=O)C1CCCN(S(=O)(=O)c2cccc3cccnc23)C1 (stereo not drawn) returned PTPN22 act 4, PLK1 inh 1, PTPN22 inh 2 -5, Calb biofilm kill 0, CYP2C9 activ 1.1, EphB4 ephrin blk -1, Plk1 PBD FP -13, Rev-RRE block 9 and CYP2C9 inhib -12.
Screening CC1Cc2ccccc2N1C(=O)CSc1nnnn1C (stereo not drawn) returned PTPN22 act 4, PLK1 inh -9, PTPN22 inh 2 -5, CYP2C9 activ 1.1, EphB4 ephrin blk 9, Plk1 PBD FP -13, Rev-RRE block 13 and CYP2C9 inhib -7.
For O=C(CN1CCOCC1)NCC12CC3CC(CC(C3)C1)C2 the results were PTPN22 act -2, PLK1 inh -3, PTPN22 inh 2 -1, Calb biofilm kill 9, CYP2C9 activ 1, EphB4 ephrin blk 6, Plk1 PBD FP 1, Rev-RRE block 7 and CYP2C9 inhib 2.
Screening O=C1c2ccccc2C(=O)N1CCC1=CCCCC1 returned PTPN22 act 1, PLK1 inh -12, PTPN22 inh 2 1, Calb biofilm kill 0, CYP2C9 activ 0.8, EphB4 ephrin blk -1, Plk1 PBD FP 7, Rev-RRE block 12 and CYP2C9 inhib 20.
COC(=O)NNC(=S)Nc1cc(OC)ccc1OC was read as PTPN22 act 1, PLK1 inh 2, PTPN22 inh 2 -4, Calb biofilm kill 1, CYP2C9 activ 0.9, EphB4 ephrin blk 4, Plk1 PBD FP 7, Rev-RRE block 12 and CYP2C9 inhib 14.
`CCC(C)NC(=O)Cn1nc(C(F)(F)F)c2c1CCCC2` (stereo not drawn) gave PTPN22 act 1, PLK1 inh -13, PTPN22 inh 2 -5, Calb biofilm kill 7, EphB4 ephrin blk 3, Plk1 PBD FP -1 and Rev-RRE block 5.
For CC(C)CC(=O)NCC(C)NC(=O)CC(C)C (stereo not drawn) the results were PTPN22 act -13, PLK1 inh 2, PTPN22 inh 2 11, Calb biofilm kill 3, CYP2C9 activ 1.4, EphB4 ephrin blk 12, Plk1 PBD FP 1, Rev-RRE block 3 and CYP2C9 inhib -43.
For CC(NS(=O)(=O)c1ccccc1)C(N)=O (stereo not drawn) the results were PTPN22 act -12, PLK1 inh -7, PTPN22 inh 2 10, Calb biofilm kill 5, CYP2C9 activ 1.2, EphB4 ephrin blk -10, Plk1 PBD FP 1, Rev-RRE block 4 and CYP2C9 inhib -23.
For COC(=O)C1=C(C)NC(C)=C(C(=O)OC)C1/C=C/c1ccccc1 the results were PTPN22 act -7, PLK1 inh 0, PTPN22 inh 2 11, CYP2C9 activ 0.4, EphB4 ephrin blk -3, Plk1 PBD FP -6, Rev-RRE block 2 and CYP2C9 inhib 55*.
`N#Cc1nc(Cc2cccc3ccccc23)oc1NCCN1CCCCC1` gave PTPN22 act 6, PLK1 inh -19, PTPN22 inh 2 -8, CYP2C9 activ 1, EphB4 ephrin blk -2, Plk1 PBD FP -10, Rev-RRE block 3 and CYP2C9 inhib -5.
`c1ccc(Oc2cccc(CN3CCOCC3)c2)cc1` gave PTPN22 act 10, PLK1 inh 9, PTPN22 inh 2 -12, Calb biofilm kill 2, CYP2C9 activ 0.8, EphB4 ephrin blk 9, Plk1 PBD FP -5, Rev-RRE block -5 and CYP2C9 inhib 16.
For COc1ccc(/C=N/n2c(N)c(S(=O)(=O)c3cccs3)c3nc4ccccc4nc32)cc1OC the results were PTPN22 act 10, PLK1 inh -6, PTPN22 inh 2 -7, Calb biofilm kill 4, CYP2C9 activ 0.2, EphB4 ephrin blk -1, Plk1 PBD FP -32, Rev-RRE block -5 and CYP2C9 inhib 77*.
For Cc1ccc(/C=c2\sc3n(c2=O)CN(c2ccc(Br)cc2)CN=3)o1 the results were PTPN22 act -11, PLK1 inh -8, PTPN22 inh 2 10, Calb biofilm kill 8, CYP2C9 activ 0.4, EphB4 ephrin blk 4, Plk1 PBD FP 12, Rev-RRE block 13 and CYP2C9 inhib 62*.
For Cc1ccc(C)c(-n2c(Cc3cc(=O)[nH]c(=O)[nH]3)nnc2SCC(=O)NCC2CCCO2)c1 (stereo not drawn) the results were PTPN22 act -2, PLK1 inh -13, PTPN22 inh 2 0, Calb biofilm kill 8, CYP2C9 activ 0.9, EphB4 ephrin blk 0, Plk1 PBD FP 2, Rev-RRE block 4 and CYP2C9 inhib 9.
`CCN(CC(=O)O)S(=O)(=O)c1cc(Cl)ccc1Cl` gave PTPN22 act 1, PLK1 inh -19, PTPN22 inh 2 -2, Calb biofilm kill 4, CYP2C9 activ 1.2, EphB4 ephrin blk 1, Plk1 PBD FP -9, Rev-RRE block 2 and CYP2C9 inhib -24.
Screening COc1cc2c(cc1OC)C(c1cccc(OC)c1OC)CC(=O)N2 (stereo not drawn) returned PTPN22 act -1, PLK1 inh -4, PTPN22 inh 2 2, Calb biofilm kill 3, CYP2C9 activ 0.7, EphB4 ephrin blk 4, Plk1 PBD FP 6, Rev-RRE block 8 and CYP2C9 inhib 32.
CCc1cc(=O)oc2c(CN3CCN(C)CC3)c(O)c(Cl)cc12 was read as PTPN22 act 2, PLK1 inh -21, PTPN22 inh 2 -4, Calb biofilm kill 11, CYP2C9 activ 1, EphB4 ephrin blk -2, Plk1 PBD FP -6, Rev-RRE block 2 and CYP2C9 inhib -2.
For COc1ccc(N(CC(=O)NCc2cccs2)S(=O)(=O)c2cccnc2)cc1 the results were PTPN22 act 0, PLK1 inh -8, PTPN22 inh 2 0, Calb biofilm kill -11, CYP2C9 activ 0.4, EphB4 ephrin blk -5, Plk1 PBD FP -2, Rev-RRE block 1 and CYP2C9 inhib 64*.
`CCN1CCN(C(=O)c2ccc(Cn3c(=O)[nH]c4cc(OC)c(OC)cc4c3=O)cc2)CC1` gave PTPN22 act -16, PLK1 inh -1, PTPN22 inh 2 15, CYP2C9 activ 1.1, EphB4 ephrin blk 4, Plk1 PBD FP 6, Rev-RRE block 6 and CYP2C9 inhib -10.
CC1=NN(Cc2ccccc2)C(=O)C1C(c1ccccc1)C(C#N)C#N (stereo not drawn) was read as PTPN22 act -1, PLK1 inh -3, PTPN22 inh 2 6, CYP2C9 activ 0.8, EphB4 ephrin blk 5, Plk1 PBD FP -28, Rev-RRE block 7 and CYP2C9 inhib 23.
CCCSC(=O)N(CC)CC(=O)Nc1c(CC)cccc1CC was read as PTPN22 act -12, PLK1 inh -19, PTPN22 inh 2 12, CYP2C9 activ 0.4, EphB4 ephrin blk 1, Plk1 PBD FP -23, Rev-RRE block 1 and CYP2C9 inhib 62*.
`NS(=O)(=O)c1ccc(NC(=O)COC(=O)CCNC(=O)NC23CC4CC(CC(C4)C2)C3)cc1` gave PTPN22 act 1, PLK1 inh -7, PTPN22 inh 2 -4, Calb biofilm kill 3, CYP2C9 activ 0.4, EphB4 ephrin blk 3, Plk1 PBD FP -10, Rev-RRE block 5 and CYP2C9 inhib 65*.
For Cc1ccc(S(=O)(=O)N(CC(=O)Nc2cccc([N+](=O)[O-])c2)C2CCCCC2)cc1 the results were PTPN22 act 8, PLK1 inh -12, PTPN22 inh 2 -3, CYP2C9 activ 0.1, EphB4 ephrin blk 4, Plk1 PBD FP -1, Rev-RRE block 15 and CYP2C9 inhib 92*.
Cc1nonc1NC(=O)OCCN1CCOC1=O was read as PTPN22 act 0, PLK1 inh -18, PTPN22 inh 2 -2, CYP2C9 activ 1, EphB4 ephrin blk -5, Plk1 PBD FP -23, Rev-RRE block 4 and CYP2C9 inhib 0.

Screening data as filed in PubChem BioAssay.

Outcome played no part in choosing rows; any-hit rate near 20%.
